# Screening data as filed in PubChem.
# RSV antiviral HEp-2: RSV antiviral activity via CPE protection, HEp-2 cells, primary 10 µM value included (AID 2391) | CPE inhibition, % at 10 µM; hits with a dose series show IC50 in µM | HEp-2 cells, RSV-induced CPE inhibition; higher % means a stronger effect | 310,000 tested, 0.13% active; in the data active means a potency from the dose series; further: strong numbers were not always called active
# T cell modulator: modulators of CD8 T cell-vesicle binding, primary screen, mouse 2C CD8+ T cells, flow cytometry | 2C CD8+ T cell-vesicle binding; active compounds read low | 330,000 tested, 0.068% active | AID 2052, 2009 | calls only at 7 µM;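 active means response, share of CD8 T cells binding vesicles, and their 90th percentile fluorescence all below set limits, cut at about 80% in these data, passing the limit was not always enough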
#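 Assay system: 2C TCR transgenic mouse naive CD8+ T cells, MACS-purified | Read-out: CD8+ gate FL2 mean fluorescence as % of same-row positive control | Signal: High-throughput flow cytometry with anti-B7-1 and anti-CD8 staining | Timing: Binding step 1.5 h, 37 °C, antibody labelling 20 min, ice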
# West Nile virus CPE: West Nile virus antiviral activity, cell-based, CPE readout (AID 1621). West Nile virus-infected cells, CPE inhibition; higher % means a stronger effect. CPE inhibition, % at 10 µM, or IC50 in µM where a hit was titrated. 290,000 tested, 0.02% active; in the data active means a potency from the dose series; further: strong numbers were not always called active
# TNAP activators: human TNAP enzyme activators, primary screen, biochemical, luminescent, no phosphate acceptor, uHTS (AID 1001); Alkaline phosphatase, tissue-nonspecific isozyme (Homo sapiens); purified TNAP, luminescent activation assay, no phosphate acceptor; higher activation fold means a stronger effect; activation fold at 20 µM; hits with a dose series show EC50 in µM; 200,000 tested, 0.03% active; in the data active means activation fold from about 3, or a potency from the dose series; inactive means the rest, 99 in 100 with activation fold below about 1.6; further: many of its hits are not listed in these tables
# P. falciparum M1AAP: P. falciparum M1AAP inhibitors, biochemical, fluorogenic H-Leu-NHMec substrate, 1536-well (AID 1445) | Aminopeptidase N (Plasmodium falciparum (isolate 3D7)) | recombinant M1AAP, H-Leu-NHMec fluorogenic kinetic assay; higher % means a stronger effect | inhibition, % at 30 µM; hits with a dose series show IC50 in µM | 220,000 tested, 0.42% active;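 active means primary inhibition above the hit cutoff, then over 50% inhibition at one or more dose response concentrations, cut at about 23% in these data, passing the limit was not always enough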;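 further: plate controls were DMSO full reaction for no effect and no enzyme background for full effect; strong numbers were not always called active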
# M17LAP inhibition: P. falciparum M17LAP inhibitors, primary screen, biochemical, fluorogenic H-Leu-NHMec substrate, 1536-well (AID 1619); Leucine aminopeptidase (Plasmodium falciparum (isolate 3D7)); recombinant M17LAP, H-Leu-NHMec fluorogenic kinetic assay; higher % means a stronger effect; one-dose inhibition, % at 30 µM; IC50 in µM for titrated hits; 220,000 tested, 0.38% active;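 active means compound inhibiting the enzyme by more than half at any dose during confirmatory dose-response retesting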;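 further: plate controls were full reaction with DMSO carrier for no effect and no enzyme background for full effect; strong numbers were not always called active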
# human PMI inhibitors: human PMI inhibitors, high substrate, primary screen, biochemical, fluorescence intensity, high mannose 6-phosphate (AID 1220) | Mannose-6-phosphate isomerase (Homo sapiens) | recombinant PMI enzyme, coupled fluorescence intensity; higher % means a stronger effect | 190,000 tested, 0.66% active | one-dose inhibition, % at 20 µM; IC50 in µM for titrated hits
# PMI inhibitors: inhibitors of human PMI, primary screen, biochemical, fluorescence intensity, coupled assay (AID 1209); Mannose-6-phosphate isomerase (Homo sapiens); purified PMI enzyme, coupled fluorescence intensity; higher % means a stronger effect; inhibition, % at 20 µM, or IC50 in µM where a hit was titrated; 190,000 tested, 0.42% active;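 further: plate controls were DMSO vehicle for no effect and wells lacking substrate for full effect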
# K1F lysis inhibition: inhibition of K1F phage lysis, E. coli UTI89, bacterial capsule biogenesis inhibitors, alamar blue (AID 488966) | E. coli UTI89 K1F phage lysis, alamar blue, 2 h; higher % means a stronger effect | 340,000 tested, 0.02% active | inhibition, % at 100 µM, or IC50 in µM where a hit was titrated;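 active means phage lysis inhibition, versus mean bacterial control, above a set limit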;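 further: capsule biogenesis inhibitors block K1F phage lysis so surviving cells raise fluorescence; higher fluorescence means more inhibition of phage lysis; actives were called in the ten point dose series up to 300 µM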
# T cell modulator vesicle-bound %: also measured in T cell modulator; calls as there; double positive events, %; measured here: CD8+ vesicle-bound cell fraction;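 binding gate set so that unloaded-vesicle control wells show 10% double positive cells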
# * = called active by the depositor; i = inactive; nt = not tested or not shown; [ ] = another dose, or the depositor's remark. Unless noted, no stated cut-off is given here; in the data, active means inhibition above about 50%; inactive means the rest. Rows were taken by chance; about 1.5% have a hit in one of these screens.
SMILES,RSV antiviral HEp-2,T cell modulator,T cell modulator vesicle-bound %,West Nile virus CPE,TNAP activators,P. falciparum M1AAP,M17LAP inhibition,human PMI inhibitors,PMI inhibitors,K1F lysis inhibition
CC12CCC(C(=O)Nc3ncc([N+](=O)[O-])s3)(OC1=O)C2(C)C (stereo not drawn),6.6%,i,33.9,-0.9%,1,11.8%,10.2%,-11.7%,-6.8%,-1.5%
COc1cccc(CC(=O)NC2CCCN(Cc3ccc(Cl)cc3)C2)c1 (stereo not drawn),1.4%,i,57.8,-0.7%,nt,nt,nt,nt,nt,0.6%
COc1ccc2c(Cl)c(C(=O)NCCCn3ccnc3)sc2c1Cl,0.1%,i,22.2,-0.3%,1,0.0%,8.8%,9.7%,9.3%,0.0%
Cc1nc(SCC(=O)Nc2ccccc2)c2oc3ccccc3c2n1,4.5%,i,35.7,-0.5%,1.1,-7.2%,5.0%,1.3%,5.2%,1.6%
CCCC(=O)NC(=S)NNC(=O)c1ccc([N+](=O)[O-])cc1,0.3%,i,8.6,-0.1%,1.9,-17.6%,12.8%,2.7%,8.2%,-12.8%
CN(C(=O)c1cc2n(n1)C(C(F)(F)F)CC(c1ccco1)N2)c1ccc(OC(F)(F)F)cc1 (stereo not drawn),-0.7%,i,26.7,-0.8%,1,0.8%,1.7%,-11.8%,-2.8%,-0.1%
CCOc1ccc2nc(SCC(=O)NNC(=O)c3ccco3)c(C)cc2c1,1.3%,i,47.2,-1.0%,nt,nt,nt,nt,nt,-0.1%
CC(OC(=O)C1=NNC(=O)CC1)C(=O)Nc1ncc(Cl)cc1Cl (stereo not drawn),2.6%,i,40.3,1.0%,0.9,2.7%,7.3%,10.0%,7.4%,-0.1%
CC(C)CC(C(=O)Nc1ccccc1)N1C(=O)C2C3C=CC(C3)C2C1=O (stereo not drawn),0.1%,i,16.8,-0.1%,1.1,4.2%,3.3%,0.2%,-10.5%,0.1%
CN(C)S(=O)(=O)c1cccc(NC(=S)N/N=C/c2ccc(O)c(O)c2O)c1,nt,nt,nt,0.0%,nt,19.2%,10.0%,nt,nt,1.4%
COc1ccc(OC)c(N(CC(=O)NC2CC2)S(=O)(=O)c2ccc(C)cc2)c1,3.2%,i,51.6,-1.1%,1,5.8%,5.8%,-1.1%,5.0%,0.2%
CN(C)/C=C(/C(=O)c1ccc(Cl)c(Cl)c1)S(C)(=O)=O,0.3%,i,48.8,0.3%,1.1,-0.7%,0.5%,-1.6%,-0.2%,-0.3%
CS(=O)(=O)c1ccccc1C(=O)Nc1ccc2sccc2c1,1.7%,i,44.8,0.1%,nt,nt,nt,nt,nt,0.4%
CCCN1C2CCCC1CC(NC(=S)Nc1cccc(C)c1)C2 (stereo not drawn),-0.6%,i,64.3,-1.0%,1.1,0.2%,-1.6%,-4.0%,2.1%,0.9%
CC(C)(C)c1ccc(/C=N/N2CCN(c3ccccn3)CC2)cc1,12.1%,i,10.0,-0.2%,nt,10.0%,2.5%,nt,nt,nt
CCn1c(SCC(=O)Nc2ccc(C)cc2)nc(O)cc1=O,1.8%,i,41.6,0.0%,nt,1.0%,22.7%,nt,nt,-1.4%
COc1ccc(Nc2nc3ccccc3nc2NS(=O)(=O)c2cccs2)c(OC)c1,3.9%,i,27.9,-0.1%,nt,8.2%,9.0%,nt,nt,-0.2%[50 µM]
C=CCOC(=O)C1=C(C)OC(N)=C(C#N)C1c1ccc(F)cc1 (stereo not drawn),1.3%,i,15.0,nt,1.1,1.4%,-5.5%,8.2%,11.0%,0.5%
O=C(CNS(=O)(=O)c1ccc(C(=O)N2CCOCC2)cc1)N1CCOCC1,-0.4%,i,45.8,0.6%,1.1,-1.1%,0.0%,-3.5%,-2.5%,0.6%
CCC1(c2ccccc2)C(=O)NCNC1=O,1.1%,i,21.8,0.2%,1,1.7%,-5.5%,-8.4%,-11.9%,0.3%
COc1ccccc1CN1C(=O)c2cccc3cccc(c23)C1=O,1.6%,i,45.4,-0.6%,1.1,-0.2%,-4.4%,1.5%,9.4%,-4.2%
Cc1nn(CCCC(=O)Nc2cccnc2Cl)c(C)c1[N+](=O)[O-],0.3%,i,35.9,0.0%,1.1,1.8%,2.1%,1.0%,-1.8%,0.0%[50 µM]
COc1ccc(-n2nc(C(=O)NCC(=O)N3CCN(c4cccc(Cl)c4)CC3)c3ccccc3c2=O)c(OC)c1,2.9%,i,36.8,0.1%,nt,nt,nt,nt,nt,1.7%
CC(C)(C)NC(=O)NC(=O)COC(=O)c1ccc(OC(F)F)cc1,0.3%,i,22.1,0.4%,1,-0.9%,5.2%,-3.3%,-5.6%,0.3%
CCNC(=S)N/N=C/c1ccc(OCC(=O)Nc2ccc(C)cc2)cc1,-0.2%,i,19.3,0.3%,1,5.7%,-5.2%,7.0%,5.7%,3.0%

# Other compounds
SMILES,RSV antiviral HEp-2,T cell modulator,T cell modulator vesicle-bound %,West Nile virus CPE,TNAP activators,P. falciparum M1AAP,M17LAP inhibition,human PMI inhibitors,PMI inhibitors,K1F lysis inhibition
COc1ccc(C2=NO[C@@H]3C(=O)N(C4CCCCC4)C(=O)[C@H]23)cc1OC,0.8%,i,37.5,0.7%,1.1,2.5%,-4.9%,-1.8%,4.0%,0.1%
COc1ccc(CC2(C)OC(c3ccc(Cl)cc3)=NN2C(C)=O)cc1 (stereo not drawn),12.8%,i,17.0,0.3%,1.1,2.7%,-6.0%,13.8%,19.0%,-0.6%[50 µM]
Cc1nc2ccc(S(=O)(=O)NCC(=O)Nc3ccc(F)cc3)cc2s1,0.1%,i,14.6,0.5%,nt,nt,nt,nt,nt,0.1%
Cc1ccc(/C=N/Nc2ncc(Cl)cc2Cl)s1,15.8%,i,33.8,-0.7%,1.6,9.3%,13.3%,-1.7%,-5.2%,0.2%
CCn1nc(C)c(CNC(=O)CC2C(=O)NCCN2Cc2ccc(C)o2)c1C (stereo not drawn),1.6%,i,54.1,-0.3%,1.1,-3.6%,-4.7%,nt,nt,0.0%
COc1ccccc1N(C(=O)c1ccncc1)c1nc(-c2ccc([N+](=O)[O-])cc2)cs1,48.8%,i,61.3,-1.1%,0.9,8.2%,7.2%,11.8%,8.4%,0.3%
NS(=O)(=O)c1ccc(NS(=O)(=O)c2ccc(NC(=O)C3CC3)cc2)cc1,0.3%,i,64.9,-0.5%,nt,nt,nt,nt,nt,3.5%[50 µM]
Cc1oc(-c2ccc(Cl)cc2)nc1CS(=O)CC(=O)NCCN1CCCC1 (stereo not drawn),0.5%,i,9.4,0.1%,1,6.1%,9.8%,9.1%,8.6%,2.3%
COc1ccc(Oc2nc(C)cc(C)c2C#N)cc1,0.1%,i,35.8,0.6%,1.1,2.4%,-3.9%,-0.5%,3.8%,13.7%
CCC(C)NC(=O)Cc1cn(C)c2ccccc12 (stereo not drawn),-0.5%,i,36.2,-0.8%,0.8,-1.5%,10.3%,-5.8%,-1.6%,0.7%
COP(=O)(OC)C(Nc1ccc([N+](=O)[O-])cc1)c1ccccc1 (stereo not drawn),2.7%,i,48.7,0.0%,nt,4.8%,14.8%,nt,nt,-0.6%
COc1ccc(C(=O)O)cc1NS(=O)(=O)c1cccc2nsnc12,1.0%,i,29.8,0.4%,1,4.5%,8.6%,-15.0%,-5.0%,10.7%
Cn1c(N)c(C(=O)CSc2nnc(-c3ccccc3F)n2C2CC2)c(=O)n(C)c1=O,1.9%,i,29.7,0.0%,0.9,-2.5%,-3.8%,-8.8%,-17.5%,0.4%
C/C=C/Cn1c(SCCCc2ccccc2)nc2c1c(=O)[nH]c(=O)n2C,11.9%,i,22.8,0.0%,1.1,3.5%,2.4%,23.1%,21.5%,-3.5%
CCOc1c(Br)cc(/C=C2/SC(=O)N(CC(=O)N3CCCC3)C2=O)cc1OC,1.3%,i,31.2,nt,1.1,-6.0%,-3.9%,11.8%,8.8%,0.1%
O=C(CCSc1ccccc1)NCc1cccnc1,1.1%,i,44.9,0.1%,1,8.2%,7.8%,-10.0%,-11.0%,4.4%
COc1ccccc1N1CCN(C(=O)C(C)N(c2ccc(C)cc2)S(C)(=O)=O)CC1 (stereo not drawn),-0.3%,i,57.7,-0.2%,1,-0.4%,2.6%,2.9%,1.1%,8.3%
CCN(CC)CCCNC(=O)C1CCN(c2ncnc3c2sc2cccc(F)c23)CC1,-3.0%,i,52.6,-0.6%,nt,3.6%,-0.5%,nt,nt,0.8%[50 µM]
COc1ccc(CCNC(=O)CSc2nn3c(=O)c(C)nnc3s2)cc1OC,0.2%,i,74.4,-0.1%,nt,nt,nt,nt,nt,1.5%[50 µM]
c1cncc(Cc2cc3ccccc3[nH]2)c1,-0.4%,i,50.8,1.4%,1,4.4%,17.9%,3.5%,7.1%,0.0%
COc1ccc(/C=C(/NC(=O)c2ccc([N+](=O)[O-])cc2)C(=O)NCCCN(C)C)cc1,-1.1%,i,43.7,0.1%,1.1,-1.5%,0.6%,4.1%,-0.7%,0.9%
O=C(O)c1ccc(-n2c(-c3cc(-c4ccco4)[nH]n3)n[nH]c2=S)cc1,-0.5%,i,6.3,0.3%,1.2,17.2%,-8.1%,17.3%,7.2%,-0.1%
Cc1cccc(OCC(=O)Nc2ccc(C(=O)NCC(C)C)cc2)c1,1.0%,i,46.9,-0.1%,1.2,-0.7%,0.6%,-4.2%,-3.9%,0.2%
OCC1(CC2CCCCO2)CCN(C/C=C/c2ccccc2)CC1 (stereo not drawn),-0.4%,i,26.0,-0.8%,1,-10.3%,0.4%,6.1%,5.6%,0.9%
CC1CC(C)CN(CCCNC(=O)c2ccc3nc(N4CCCCC4)sc3c2)C1 (stereo not drawn),-1.4%,i,32.8,0.1%,nt,nt,nt,nt,nt,-0.1%
COc1ccccc1-n1c(C)nc(=O)c(-c2ccccc2)c1C,0.8%,i,45.4,1.3%,1.1,-5.3%,-12.2%,6.3%,7.4%,0.2%

# Record cards, as listed above. Screens in order: RSV antiviral HEp-2, T cell modulator, T cell modulator vesicle-bound %, West Nile virus CPE, TNAP activators, P. falciparum M1AAP, M17LAP inhibition, human PMI inhibitors, PMI inhibitors, K1F lysis inhibition
# `CCn1nc(C)c(CNC(=O)CC2C(=O)NCCN2Cc2ccc(C)o2)c1C` (stereo not drawn) across the screens: 1.6%, i, 54.1, -0.3%, 1.1, -3.6%, -4.7%, nt, nt, 0.0%
# `Cn1c(N)c(C(=O)CSc2nnc(-c3ccccc3F)n2C2CC2)c(=O)n(C)c1=O` across the screens: 1.9%, i, 29.7, 0.0%, 0.9, -2.5%, -3.8%, -8.8%, -17.5%, 0.4%
# `Cc1nn(CCCC(=O)Nc2cccnc2Cl)c(C)c1[N+](=O)[O-]` across the screens: 0.3%, i, 35.9, 0.0%, 1.1, 1.8%, 2.1%, 1.0%, -1.8%, 0.0%[50 µM]
